# LANA DNA inh – inhibitors of KSHV LANA C-terminal domain DNA binding; MBP-C-LANA/FAM-LBS DNA binding, fluorescence polarization; inhibition, % at 9 µM; 340,000 tested, 0.078% active;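 active means highest replicate inhibition at or above 60% at 9 µM, even if other replicates fall short; inactive means all replicates below 60% inhibition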;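 further: 0% = neutral control wells and 100% = 4 µM acridine orange control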
# dFosB act – mouse delta FosB homodimer activation. P13346. purified delta FosB, TAMRA-CDK5 oligo fluorescence polarization; percent of positive-control signal above neutral wells. activation, % at 25 µM. 340,000 tested, 0.99% active;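 active means mean activation above about 17%, with every replicate also reaching it, limit read from the data, passing the limit was not always enough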;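 further: fluorescence polarization rise as delta FosB binds a TAMRA Cdk5 AP-1 oligo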
# Target sequence (P13346 whole entry, looked up): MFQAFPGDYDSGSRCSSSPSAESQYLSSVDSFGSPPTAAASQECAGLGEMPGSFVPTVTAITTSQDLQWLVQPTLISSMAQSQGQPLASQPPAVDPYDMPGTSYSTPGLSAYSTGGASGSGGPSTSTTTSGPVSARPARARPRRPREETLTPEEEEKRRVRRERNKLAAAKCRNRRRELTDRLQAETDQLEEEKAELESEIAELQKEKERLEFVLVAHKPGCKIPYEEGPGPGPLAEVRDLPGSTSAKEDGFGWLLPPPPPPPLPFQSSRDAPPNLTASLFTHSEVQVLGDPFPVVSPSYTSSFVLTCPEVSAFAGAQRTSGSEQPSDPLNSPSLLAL
# NSD2 HMT inh – blocks human histone methyltransferase NSD2 | NSD2 peptide methylation, AlphaScreen, 120 min | inhibition, % at 12.5 µM | 310,000 tested, 0.54% active; in the data active means inhibition above about 50%
# Keap1 Nrf2 FP – Keap1-Nrf2 (human) interaction inhibition. Keap1 Kelch-Nrf2 peptide fluorescence polarization, 1536-well. inhibition, % at 9.4 µM. 340,000 tested, 0.15% active; in the data active means inhibition above about 12%;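 further: human Keap1 Kelch domain with fluorescein labeled Nrf2 9mer peptide probe; 0% = neutral control wells and 100% = peptide positive control; higher means more block of Keap1 binding to Nrf2 peptide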
# SUMO Mot1 rescue – SUMOylation pathway inhibition by Mot1-301 growth rescue | S. cerevisiae Mot1-301 growth rescue, ATP luminescence, 38.5C; percent above DMSO median, 100 means doubled | growth rescue, % at 18.8 µM | 320,000 tested, 1% active;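 active means every valid replicate shows activation above 250% relative to neutral control wells; inactive means the rest, any valid replicate at or below 250%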;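 further: OY570 slx delta 5 strain wells were the positive control but not used for scaling; some compounds called inactive have numbers as strong as hits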
# PfHsp90 set2 – reduces growth (ATP signal) of yeast expressing P. falciparum Hsp90 | S. cerevisiae expressing PfHsp90, BacTiter-Glo ATP, 48 h; yeast lacking PDR1 and PDR3 efflux regulators | inhibition, % at 9.4 µM | 310,000 tested, 0.32% active | AID 504621;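 active means every replicate shows inhibition above about 80%, whatever the replicate mean, limit read from the data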;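 further: 0% = DMSO neutral controls and 100% = 20 µM radicicol positive controls; yeast relying on Plasmodium falciparum Hsp90 in place of its own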
# PvdQ inh – blocks Pseudomonas aeruginosa PvdQ acylase activity; 340,000 tested, 0.063% active; inhibition, % at 10 µM; AID 488965; purified PvdQ acylase, fluorescence plate reader; in the data active means inhibition above about 30%, passing the limit was not always enough;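 further: 0% = vehicle neutral wells and 100% = reference inhibitor wells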
# Rtt109 HAT inh – C. albicans Rtt109 histone acetyltransferase inhibition. purified Rtt109/Vps75, ThioGlo CoA-SH fluorescence, 4 h. inhibition, % at 34.9 µM. 330,000 tested, 0.16% active. Q5AAJ8;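 active means inhibition of at least 50% in every replicate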
# Target sequence (Q5AAJ8 whole entry, looked up): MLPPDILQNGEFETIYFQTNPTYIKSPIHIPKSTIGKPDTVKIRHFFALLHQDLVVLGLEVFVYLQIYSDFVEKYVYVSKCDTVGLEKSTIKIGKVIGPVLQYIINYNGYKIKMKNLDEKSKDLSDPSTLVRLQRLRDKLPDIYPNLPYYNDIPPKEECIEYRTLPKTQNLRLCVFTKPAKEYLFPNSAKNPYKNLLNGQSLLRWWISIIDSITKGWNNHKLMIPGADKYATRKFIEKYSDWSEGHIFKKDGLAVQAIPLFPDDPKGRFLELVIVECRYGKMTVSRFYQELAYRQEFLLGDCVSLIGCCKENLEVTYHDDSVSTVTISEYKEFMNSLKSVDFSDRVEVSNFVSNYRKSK
# CDK5 p35 inh – blocks human CDK5/p35 kinase activity; Q00535+Q15078; Recombinant CDK5/p35, ADP-Glo luminescence, 60 min; inhibition, % at 10 µM; 330,000 tested, 0.01% active; AID 488839;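 active means highest replicate inhibition of at least 50% and at least 75% of replicates reaching 50%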;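 further: plate controls were DMSO neutral control for no effect and GW8510 at 10 µM for full effect; many of its hits are not listed in these tables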
# RTF Ca sens act – increases calcium sensitivity of human cardiac regulated thin filaments. P19429+P45379. IANBD-labeled TnC RTF fluorescence at EC20 calcium; 0% EC20 calcium, 100% full calcium. activation, % at 7.2 µM. 340,000 tested, 0.24% active. AID 493008;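 active means activation above the mean over all tested compounds plus 3 SD, cut at about 30% in these data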;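 further: rise in fluorescence read as greater calcium sensitivity of cardiac thin filaments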
# RTF Ca sens inh – cardiac RTF calcium desensitization | IANBD-labeled cardiac RTF, Ca2+ fluorescence | inhibition, % at 7.15 µM | P19429+P45379 | 340,000 tested, 0.12% active;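 active means inhibition above the mean inhibition of all tested compounds plus 3 SD, cut at about 17% in these data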;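 further: assay run at fixed EC70 calcium of 1.6 mM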
# Active calls of the source: *; · = no result given.
# Labels used below: A = LANA DNA inh; B = dFosB act; C = NSD2 HMT inh; D = Keap1 Nrf2 FP; E = SUMO Mot1 rescue; F = PfHsp90 set2; G = PvdQ inh; H = Rtt109 HAT inh; I = CDK5 p35 inh; J = RTF Ca sens act; K = RTF Ca sens inh
CC1(C)CC2CC(C)(CN2C(=O)COC(=O)c2ccc(O)cc2O)C1 (centres undefined)
  A = 3.6; B = -12; C = 6; D = 2; E = 7; F = -26; G = -14; H = 6; I = -1.4; J = -2; K = -10
O=C(CNC(=O)c1ccc(S(=O)(=O)N2CCCC2)cc1)N/N=C/c1ccccc1
  A = 0.3; B = -6; C = -2; D = 1; E = -8; F = 8; G = -12; H = 6; I = -0.5; J = -1; K = -6
O=C(Nc1ccnn1C1CCN(Cc2ccc(OC(F)F)cc2)CC1)C1CCCC1
  A = -2.4; B = -7; C = 0; D = -1; E = 16; F = 0; G = -6; H = -5; I = -1.5; J = -2; K = -7
O=C(COc1cc2oc(=O)c3c(c2cc1Cl)CCC3)NCc1ccncc1
  A = -0.6; B = -16; C = -7; D = -5; E = 13; F = -34; G = -19; H = -1; I = ·; J = 8; K = 1
CCCOc1ccc(/C(O)=C2/C(=O)C(=O)N(CCN(C)C)C2c2ccc(O)c(OC)c2)cc1 (centres undefined)
  A = -0.6; B = -7; C = ·; D = -8; E = ·; F = 21; G = 6; H = 3; I = 0.9; J = -1; K = 0
Cc1cccc(-n2c(C)cc(C(=O)NC3CCCCC3)c2C)c1
  A = -0.8; B = -5; C = 0; D = -6; E = -4; F = 0; G = 3; H = 0; I = 2.4; J = -2; K = 3
Cc1nnc(NCc2ccco2)c2ccccc12
  A = -2.7; B = -5; C = 4; D = -6; E = ·; F = 2; G = 9; H = 3; I = 1.4; J = -3; K = 1
COc1ccc(CN2C(=O)NC3(CCCCCC3)C2=O)cc1F
  A = -0.5; B = -4; C = -3; D = -1; E = 157; F = 10; G = -16; H = 6; I = 0.9; J = 5; K = -14
COc1cccc(-c2nnc(SCc3nc4ccccc4[nH]3)n2N)c1
  A = -0.6; B = -4; C = -3; D = -6; E = 0; F = -29; G = -18; H = 2; I = -3.0; J = -4; K = 4
COc1ccc2cc(CN(Cc3cccs3)Cc3nnnn3Cc3ccccc3)c(=O)[nH]c2c1
  A = -0.3; B = -8; C = 3; D = -11; E = -15; F = 4; G = 3; H = -1; I = 0.2; J = -2; K = 5
CSc1nc(=NC(C)=O)ss1
  A = -1.0; B = -4; C = 0; D = -4; E = 285; F = -1; G = -7; H = 5; I = 0.4; J = -4; K = -1
COc1ccccc1C(C)NC(=O)Cc1ccsc1 (centres undefined)
  A = -0.2; B = 4; C = -1; D = -4; E = 8; F = 7; G = 5; H = 16; I = 0.4; J = -9; K = 1
CCOCCCNC(c1ccccc1)c1ccncc1 (centres undefined)
  A = 0.0; B = -2; C = -1; D = -2; E = 0; F = 9; G = -13; H = 4; I = -0.3; J = 6; K = -2
C/C(=N\Nc1nc(-c2ccc(C)cc2C)cs1)c1cc2ccccc2oc1=O
  A = 0.1; B = -16; C = 7; D = 1; E = 3; F = 11; G = 7; H = 2; I = 3.6; J = 11; K = -20
CSc1ccccc1NC(=O)c1ccc2c(c1)CCN2S(C)(=O)=O
  A = ·; B = -8; C = -7; D = 3; E = -19; F = 15; G = 9; H = 4; I = 0.4; J = 1; K = -1
COC(=O)c1cn(-c2ccccc2)nc1-c1cccnc1
  A = -2.6; B = 3; C = -4; D = -1; E = 8; F = -4; G = 5; H = -9; I = -0.4; J = 3; K = 2
Cn1c(N)c(C(=O)COC(=O)/C=C/c2ccccc2Cl)c(=O)n(C)c1=O
  A = -0.6; B = -2; C = -2; D = -2; E = -6; F = 7; G = -15; H = 4; I = -0.7; J = 1; K = -4
CCNC(=O)NC(=O)C(C)N1C(=O)NC(c2ccccc2)(c2ccccc2)C1=O (centres undefined)
  A = 1.4; B = -4; C = 0; D = 6; E = -13; F = -1; G = -12; H = 8; I = -0.7; J = -6; K = -14
O=C(N/N=C/C1CC2CCC1C2)c1ccc2c(c1)OCO2 (centres undefined)
  A = -0.4; B = -4; C = -3; D = -4; E = 201; F = 8; G = -8; H = -3; I = ·; J = -3; K = -4
CC(C)(C)c1nc(S(=O)(=O)c2ccc(Cl)cc2)c(N2CCOCC2)o1
  A = 1.6; B = 2; C = 25; D = -6; E = -17; F = 8; G = 4; H = 4; I = -1.4; J = 0; K = 6
O=C(CNC(=O)c1ccccc1Cl)NCCc1cccs1
  A = 1.7; B = 1; C = 0; D = 4; E = -9; F = -14; G = 6; H = 6; I = 0.5; J = 11; K = -5
CCOC(=O)c1ccc2ncc(C(=O)OCC)c(NCCN3CCOCC3)c2c1
  A = -0.5; B = -22; C = 10; D = -1; E = 4; F = -12; G = -13; H = -6; I = -2.0; J = 5; K = -4
Nc1[nH]c(N=NC(=O)c2ccc(F)cc2)c2ccccc12
  A = 0.2; B = 1; C = -3; D = -6; E = -18; F = 2; G = 15; H = 6; I = 1.1; J = -8; K = 0
CC(C)=CC(=O)Nc1ccc(Br)cc1
  A = 1.6; B = 0; C = ·; D = 3; E = 23; F = -4; G = 1; H = -6; I = 1.2; J = -6; K = 0
O=C(CSc1cccc[n+]1[O-])Nc1cc(S(=O)(=O)N2CCOCC2)ccc1N1CCOCC1
  A = 1.2; B = -2; C = -2; D = -3; E = 4; F = 1; G = -6; H = -1; I = -0.9; J = 1; K = -6

# The last 3 compounds of the section before are carried over, then new ones follow.
# Labels used below: A = LANA DNA inh; B = dFosB act; C = NSD2 HMT inh; D = Keap1 Nrf2 FP; E = SUMO Mot1 rescue; F = PfHsp90 set2; G = PvdQ inh; H = Rtt109 HAT inh; I = CDK5 p35 inh; J = RTF Ca sens act; K = RTF Ca sens inh
Nc1[nH]c(N=NC(=O)c2ccc(F)cc2)c2ccccc12
  A = 0.2; B = 1; C = -3; D = -6; E = -18; F = 2; G = 15; H = 6; I = 1.1; J = -8; K = 0
CC(C)=CC(=O)Nc1ccc(Br)cc1
  A = 1.6; B = 0; C = ·; D = 3; E = 23; F = -4; G = 1; H = -6; I = 1.2; J = -6; K = 0
O=C(CSc1cccc[n+]1[O-])Nc1cc(S(=O)(=O)N2CCOCC2)ccc1N1CCOCC1
  A = 1.2; B = -2; C = -2; D = -3; E = 4; F = 1; G = -6; H = -1; I = -0.9; J = 1; K = -6
CN(C)CC(C)(C)CNCc1cc(=O)oc2ccc3ccccc3c12
  A = -2.0; B = -2; C = 4; D = -2; E = 11; F = -17; G = -8; H = 10; I = 0.4; J = -1; K = -1
O=C(Nc1ccccc1)Nc1ccccc1C(=O)NCc1ccco1
  A = 0.3; B = 0; C = -1; D = 0; E = 10; F = -15; G = -4; H = -5; I = 0.4; J = 0; K = 2
O=C(CCl)Nc1cn(-c2ccccc2)nc1-c1ccccc1
  A = -1.4; B = 0; C = 2; D = -3; E = -16; F = -17; G = -3; H = 0; I = 1.9; J = 4; K = -3
Cn1c(O)c(/C=N/Nc2ccccc2)c(=O)n(C)c1=O
  A = 2.8; B = 5; C = 0; D = -2; E = 213; F = -1; G = 5; H = -4; I = 0.1; J = 0; K = -12
CCN(CC)CC(C)OC(=O)COc1ccc(OC)cc1 (centres undefined)
  A = 1.7; B = -7; C = 2; D = 2; E = 26; F = 10; G = -10; H = -1; I = -0.2; J = -2; K = -8
CCCCCCC[C@H](N)[C@H](O)C(=O)N(C)[C@@H](CCS(C)=O)C(=O)N[C@@H](Cc1ccc(O)cc1)C(=O)N[C@@H](Cc1ccc(O)cc1)C(=O)O (some centres undefined)
  A = -0.8; B = -9; C = ·; D = -1; E = 0; F = -2; G = 5; H = 18; I = 2.0; J = -4; K = -9
COc1ccc(S(=O)(=O)N2CCOC2CNC(=O)C(=O)NCc2ccc3c(c2)OCO3)cc1 (centres undefined)
  A = -1.4; B = -4; C = -2; D = -8; E = 3; F = -31; G = -15; H = 9; I = 0.3; J = 3; K = 0
Cc1ccc(S(=O)(=O)N2CCC(C(=O)OCCOc3cccc(C)c3)CC2)cc1
  A = -0.1; B = -15; C = -1; D = 1; E = -14; F = -1; G = -18; H = -3; I = -1.0; J = 1; K = 0
Cc1c(CNC2CCCC(C)C2C)c(C(=O)O)c(C)n1Cc1ccccc1 (centres undefined)
  A = 0.5; B = -11; C = 4; D = 2; E = -6; F = -7; G = -4; H = -9; I = -2.0; J = 1; K = 3
CN1CCN(CC(=O)N/N=C/c2ccc(F)c(F)c2)CC1
  A = -1.8; B = -4; C = -1; D = 2; E = 6; F = -3; G = -7; H = 1; I = 0.6; J = -4; K = 4
NC(=O)CC[C@H](NC(=O)c1ccc(F)cc1)C(=O)OCC(=O)Nc1ccc(N2CCOCC2)cc1
  A = -1.7; B = 4; C = 0; D = -3; E = ·; F = 7; G = -6; H = -6; I = 0.4; J = 9; K = -5

# 4 entries from above, ordered by their value in PvdQ inh, ascending.
mol,LANA DNA inh,dFosB act,NSD2 HMT inh,Keap1 Nrf2 FP,SUMO Mot1 rescue,PfHsp90 set2,PvdQ inh,Rtt109 HAT inh,CDK5 p35 inh,RTF Ca sens act
CCN(CC)CC(C)OC(=O)COc1ccc(OC)cc1 (centres undefined),1.7,-7,2,2,26,10,-10,-1,-0.2,-2
CN1CCN(CC(=O)N/N=C/c2ccc(F)c(F)c2)CC1,-1.8,-4,-1,2,6,-3,-7,1,0.6,-4
CCCCCCC[C@H](N)[C@H](O)C(=O)N(C)[C@@H](CCS(C)=O)C(=O)N[C@@H](Cc1ccc(O)cc1)C(=O)N[C@@H](Cc1ccc(O)cc1)C(=O)O (some centres undefined),-0.8,-9,·,-1,0,-2,5,18,2.0,-4
O=C(CNC(=O)c1ccccc1Cl)NCCc1cccs1,1.7,1,0,4,-9,-14,6,6,0.5,11

# Screening results from PubChem BioAssay.
